BRCA1 expr up: qHTS Assay to Identify Small Molecule Activators of BRCA1 Expression; AID 624202, 2012; Potency, µM (doses to about 46.1 µM), for the others: at the highest dose activation, usual class: activators; 380,000 tested, 1.1% active; MCF7-BRCA1-FFLuc reporter, luminescence, 48 h; response scale: scaled: vehicle 0%, 10 µM genistein 100%; note: nearly all actives have a fitted effect of over 80% in size; some results filed as inactive show a strong effect at the top dose
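Activators of BRCA1 expression were detected as increased firefly luciferase luminescence in engineered MCF7 cells after 48 h compound incubation. Signals were scaled to genistein 10 microM as full activation.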
Rab9 promoter act: qHTS Assay for Rab9 Promoter Activators | 320,000 tested, 2.8% active | Potency, µM (top dose mostly 9.22 µM), for inactives: top-dose activation, negative = inhibition, usual class: activators | Huh7 Rab9 promoter-luciferase reporter, luminescence, 24 h; note: % of control where 0% means no effect; nearly all actives have a fitted effect of over 60% in size
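Rab9 promoter-driven luciferase in stably transfected Huh7 cells; 1500 cells/well rested 2 h, exposed to compound in DMSO for 24 h at 37 °C, 5% CO2. Luminescence read 10 min after adding luciferase reagent at ambient temperature.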
uPA generation: qHTS for Inhibitors of Cell Surface uPA Generation; AID 540303, 2011; 330,000 tested, 0.31% active; Potency, µM (series often up to 38.3 µM), inactives show top-dose activity change, negative = inhibition, hits mostly inhibitors; cell surface uPA generation assay, qHTS; active = well fitted inhibition curve with a large enough effect; inconclusive = small, poorly fitted or top-dose-only effect; inactive = no such curve, though single readings can be large or run the other way; tested in mouse RAW 264.7 cells; note: % is set by controls: 0 for no effect and ±100 for the full control effect; nearly all actives have a fitted effect of over 55% in size
MBNL1-CUG inh: qHTS Assay for Inhibitors of MBNL1-poly(CUG) RNA binding; TR-FRET MBNL1-His/biotin-(CUG)12 binding, 665/545 ratio; Muscleblind-like protein 1 (Homo sapiens), Q9NR56; Potency, µM (highest dose often 57.5 µM), without a hit: at the highest dose activity change, negative = inhibition, actives largely listed as inhibitors; 280,000 tested, 0.036% active; active = well fitted inhibition curve with a large enough effect in the signal ratio, with a control signal flat, not every such curve was filed as active; inconclusive = small, poorly fitted or top-dose-only effect, or effect the other way, or a change in a side signal; inactive = no such curve, though single readings can be large or run the other way; the % refers to the signal ratio; note: % is set by controls: 0 for no effect and ±100 for the full control effect
Target sequence (Q9NR56 whole entry, looked up): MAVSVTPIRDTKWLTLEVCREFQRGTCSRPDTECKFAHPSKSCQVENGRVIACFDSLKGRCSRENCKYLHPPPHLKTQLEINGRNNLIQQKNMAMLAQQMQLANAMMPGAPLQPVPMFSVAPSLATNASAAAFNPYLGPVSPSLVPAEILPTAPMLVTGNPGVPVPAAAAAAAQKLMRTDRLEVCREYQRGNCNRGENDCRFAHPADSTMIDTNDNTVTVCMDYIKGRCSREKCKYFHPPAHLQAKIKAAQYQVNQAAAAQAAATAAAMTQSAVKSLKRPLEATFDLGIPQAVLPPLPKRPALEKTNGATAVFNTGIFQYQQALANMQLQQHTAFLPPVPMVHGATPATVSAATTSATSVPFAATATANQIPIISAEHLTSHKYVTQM
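TR-FRET readout: Ex 340 nm, 665/545 nm emission ratio, normalized to buffer-only (basal) and MBNL1-(CUG)12 controls. Complex of MBNL1-His with Biotin-(CUG)12, compounds 92 nM–58 uM, incubated 60 min at room temperature.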
p53 reactivator: qHTS assay for re-activators of p53 using a Luc reporter; H1299 p53-A138V BP100-luciferase reporter, luminescence, 24 h; Potency, µM (titrated, usually from 92.2 µM), inactives show at the highest dose activity change, positive = activation, usual class: activators; 320,000 tested, 0.063% active; AID 504706, 2011; note: % of control where 0% means no effect; nearly all actives have a fitted effect of over 45% in size
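p53-null H1299 cells stably carrying temperature-sensitive p53-A138V and a BP100-luciferase reporter were pinned with compounds (4-point, 1:5 series) and held 24 hrs at 37 deg C. Luminescence was read 10 min after detection reagent.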
NPC1 prom act: qHTS Assay for NPC1 Promoter Activators; Huh7 NPC1 promoter luciferase reporter, 24 h; Potency, µM (top dose mostly 9.22 µM), without a hit: at the top dose activation, actives largely listed as activators; AID 485313, 2010; 320,000 tested, 2.4% active;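 note: % of control where 0% means no effect; nearly all actives have a fitted effect of over 60% in size; reporter is driven by a mutant NPC1 promoter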
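Compounds in DMSO were transferred onto Huh7 NPC1-luciferase reporter cells pre-incubated 2 h; after 24 h at 37 °C, Amplite reagent was dispensed and luminescence recorded 10 min later.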
ELG1 genotoxic: qHTS screen for small molecules that induce genotoxicity in human embryonic kidney (HEK293T) cells expressing luciferase-tagged ELG1 | 330,000 tested, 1.3% active | HEK293T ELG1-luciferase reporter, luminescence, 16 h | Potency, µM (doses to about 46 µM), for the others: at the highest dose activity change, positive = activation, usual class: activators; note: % of control where 0% means no effect; nearly all actives have a fitted effect of over 60% in size
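ELG1-luciferase HEK293T cells, 2,000/well; compound pinned in; 16 hr, 37 °C, 5% CO2; ONE-Glo, 30 min RT; luminescence on CCD imager.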
Gal4-VP16 FLuc: VP16 counterscreen qHTS for inhibitors of ROR gamma transcriptional activity; Drosophila S2 Gal4-VP16 UAS-luciferase, luminescence, 20 h; Potency, µM (doses to about 53.6 µM), inactives show top-dose activity, negative = inhibition, most hits filed as inhibitors; 310,000 tested, 3.5% active; AID 2546, 2010;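 note: Gal4-VP16 expression switched on by copper sulfate through the metallothionein promoter; % is set by controls: 0 for no effect and ±100 for the full control effect; nearly all actives have a fitted effect of over 50% in size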
RORgamma inh: qHTS for inhibitors of ROR gamma transcriptional activity; Drosophila S2 Gal4-RORgamma UAS-luciferase reporter, 20 h; Potency, µM (doses to about 53.6 µM), inactives show at the top dose activity change, negative = inhibition, most hits filed as inhibitors; Nuclear receptor ROR-gamma (Mus musculus), P51450; 310,000 tested, 5.4% active; note: % is set by controls: 0 for no effect and ±100 for the full control effect; nearly all actives have a fitted effect of over 60% in size
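A Gal4/UAS one-hybrid system in insect cells: metallothionein-promoter Gal4–ROR gamma fusion plus Photinus luciferase reporter. Copper sulfate 700 uM final, 20 hr ambient incubation, luminescent detection after 10 min with reagent.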
MLL CXXC-DNA inh: qHTS Fluorescence Polarization Assay for Inhibitors of MLL CXXC domain - DNA interaction | Histone-lysine N-methyltransferase 2A (Homo sapiens), Q03164 | MLL-CXXC / FITC-HOXA9 DNA fluorescence polarization | Potency, µM (doses to about 115 µM), for the others: at the top dose activity change, negative = inhibition, usual class: inhibitors | 290,000 tested, 0.037% active | AID 2662, 2010; active = well fitted inhibition curve with a large enough effect in the polarisation, with a control signal flat, not every such curve was filed as active; inconclusive = small, poorly fitted or top-dose-only effect, or effect the other way, or a change in a side signal; inactive = no such curve, though single readings can be large or run the other way; the % refers to the polarisation
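Purified MLL-CXXC (added from a 7 uM solution) was preincubated 5 min at ambient with pinned compounds in 50 mM Tris-HCl pH 7.5, 50 mM NaCl, 1 mM DTT, 0.05% BSA. Fluorescein-labeled HOX-A9 DNA (50 nM solution) followed, 30 min, then polarization read.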
FLuc counter: qHTS profiling assay for firefly luciferase inhibitor/activator using purifed enzyme and Km concentrations of substrates (counterscreen for miR-21 project). Luciferin 4-monooxygenase (Photinus pyralis), P08659. purified FLuc, Km substrates, luminescence inhibition. Potency, µM (highest dose often 57.5 µM), without a hit: top-dose activity change, negative = inhibition, hits mostly inhibitors. 360,000 tested, 6.9% active;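 note: plate controls were vehicle for no effect and reference inhibitor for full effect; nearly all actives have a fitted effect of over 55% in size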
Target sequence (P08659 whole entry, looked up): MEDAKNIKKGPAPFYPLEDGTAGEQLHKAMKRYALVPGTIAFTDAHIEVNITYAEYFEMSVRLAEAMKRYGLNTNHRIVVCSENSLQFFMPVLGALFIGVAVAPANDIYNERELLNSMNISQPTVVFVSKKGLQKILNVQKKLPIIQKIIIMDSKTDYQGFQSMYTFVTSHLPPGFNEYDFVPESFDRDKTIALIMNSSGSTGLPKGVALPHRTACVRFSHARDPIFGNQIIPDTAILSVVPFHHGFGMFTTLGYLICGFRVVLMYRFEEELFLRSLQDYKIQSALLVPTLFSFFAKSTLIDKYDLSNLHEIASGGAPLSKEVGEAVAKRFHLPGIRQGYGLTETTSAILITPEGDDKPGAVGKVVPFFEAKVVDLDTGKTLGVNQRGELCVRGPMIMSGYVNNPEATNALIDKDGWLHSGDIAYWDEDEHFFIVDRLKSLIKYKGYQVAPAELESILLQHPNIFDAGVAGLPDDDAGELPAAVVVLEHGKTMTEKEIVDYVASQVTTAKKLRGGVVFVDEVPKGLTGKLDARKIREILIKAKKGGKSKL
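Biochemical qHTS of compounds, final roughly 60 µM downward over six points, against 10 nM purified firefly luciferase using Km concentrations of substrates (10 uM D-luciferin, 10 uM ATP) in Tris acetate pH 7.5 buffer; luminescence output.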
* hit, by the source's call; ? = inconclusive; · = not tested or not shown; [ ] = another dose, or the depositor's remark. Unless noted, calls come from the whole dose curve; as a rule, active = well fitted curve in the direction sought with a large enough effect; inconclusive = small, poorly fitted or top-dose-only effect, or another doubt; inactive = no such curve, though single readings can be large; an effect the other way counts as inactive or inconclusive. Potency is the fitted concentration of half-maximal effect.

Molecule	Rab9 promoter act	BRCA1 expr up	p53 reactivator	FLuc counter	MBNL1-CUG inh	RORgamma inh	ELG1 genotoxic	MLL CXXC-DNA inh	NPC1 prom act	uPA generation	Gal4-VP16 FLuc
Cc1nc(N2CCN(Cc3ccccc3)CC2)nc2c1C(=O)CC(C)C2 (configuration not stated)	-4%	-36%	5%	2%	7%	33%	-10%	-12%	-6%	-3%	-4%
Cc1cc2c([nH]c3ccccc32)c2c1OC(C)(C)C=C2	3.2µM*	88%	?	11µM*	10%	-19%	?	3%	3.2µM*	7%	3%
COc1cccc(N=Nc2c(N)[nH]n3c(=O)c4c(nc23)CCCC4)c1	-16%	-81%	0%	?	?	-14%	-8%	30%[activator]	-2%	1%	-5%
O=C(CCC(=O)Nc1ccc(Br)cc1)N/N=C/c1cc([N+](=O)[O-])ccc1O	2%	-69%	1%	?	-14%	-34%	5%	12%	-2%	2%	-23%
CN(C)C(CNC(=O)C1CCN(C(=O)/C=C/c2ccccc2)CC1)c1ccccc1 (configuration not stated)	?	83%	23%	?	1%	29%	?	0%	?	0%	-18%
O=C(COC(=O)CNC(=O)c1ccccc1Cl)Nc1ccccc1Cl	-4%	9%	-2%	-1%	·	·	-1%	·	-4%	0%	·
Cc1cc(-c2nnc(-c3ccccc3)c(-c3ccccc3)n2)c(C)o1	1%	-14%	-19%	-15%	8%	-2%	-8%	-10%	2%	0%	-8%
CC(/C=N/NC(=O)c1c(Br)cnn1C)=C\c1ccccc1	17%	53%	20%	17µM*	?	16%	8%	7%	23%	2%	17%
O=C(Cn1nc(C(=O)O)c2ccccc2c1=O)Nc1ccc(F)cc1	0%	-7%	5%	-1%	6%	19%	1%	6%	2%	7%	-3%
O=C(c1ccco1)N1CCN(C(=O)C2c3ccccc3Oc3ccccc32)CC1	3%	-1%	11%	0%	-6%	16%	-1%	10%	-4%	0%	2%

Molecule	Rab9 promoter act	BRCA1 expr up	p53 reactivator	FLuc counter	MBNL1-CUG inh	RORgamma inh	ELG1 genotoxic	MLL CXXC-DNA inh	NPC1 prom act	uPA generation	Gal4-VP16 FLuc
CCC(C)Nc1nc(-c2cccc(OC)c2O)nc2ccccc12 (configuration not stated)	0%	-89%[inhibitor]	6%	-6%	-6%	16%	-2%	7%	-7%	-10%	-14%
Cc1ccc(C)c(CSC2=NCCN2C(=O)c2cccs2)c1	0%	-23%	-2%	-14%	0%	41%	-5%	2%	0%	-1%	15%
COCCN(C(=O)c1ccccc1)c1nnc(-c2cccnc2)s1	-1%	37%	13%	1%	-2%	-24%[10 µM]	3%	9%	4%	1%	0%
CC12CCC(=O)N1C(C(=O)NCCc1ccccc1)CS2 (configuration not stated)	0%	63%	6%	1%	-1%	7.9µM*	11%	-29%	0%	-7%	16µM*
CC(=NCc1ccncc1)C1=C(O)c2ccccc2C1=O	-3%	·	18%	-4%	?	6%	25%	7%	-3%	·	10%
O=C(NCc1cccc(Cl)c1)c1ccc2c(c1)SC1=NS(=O)(=O)CCN12	-7%	-9%	-3%	-2%	-4%	-11%	-2%	-14%	-7%	12%	-7%
Cc1ccc(C)n1-c1ccncc1	-3%	2%	6%	4%	-2%	-1%	0%	2%	1%	-3%	-5%
O=C(OCc1nnc(-c2ccccc2)o1)C12CC3CC(CC(Br)(C3)C1)C2	27%	39%	3%	?	0%	9%	?	12%	29%	-1%	-6%
COC(=O)c1cc(=O)n(Cc2ccc3c(c2)OCO3)c(=Nc2ccc(F)c(Cl)c2)s1	2%	-9%	-1%	5%	0%	-16%	-9%	8%	-8%	5%	-3%
CC(C)CN(CC(C)C)S(=O)(=O)N1CCC(C(=O)NCc2ccccn2)CC1	0%	-20%	0%	-1%	-2%	-11%	-6%	-2%	-3%	1%	10%

Molecule	Rab9 promoter act	BRCA1 expr up	p53 reactivator	FLuc counter	MBNL1-CUG inh	RORgamma inh	ELG1 genotoxic	MLL CXXC-DNA inh	NPC1 prom act	uPA generation	Gal4-VP16 FLuc
COc1cccc(CNC(=O)c2nnn(CC(=O)Nc3ccc(Br)cc3)c2N)c1	-41%[inhibitor]	-6%	3%	0%	-2%	-44%	-5%[9.26 µM]	14%	-32%[inhibitor]	0%	?
CC[C@@H]1C(c2cccc(C)c2)=NN(c2ccccc2)[C@H]1C(=O)N1CCOC1=O	·	-21%	4%	·	·	37%	0%	·	·	9%	-1%
Cc1cccc(NC(=O)C2C3CCCCC32)c1 (configuration not stated)	?	10µM*	·	19µM*	0%	17%	?	-6%	?	-29%	-3%
COc1ccc(CN2CCNC(=O)C2CC(=O)N(C)Cc2cc(C)no2)cc1OC (configuration not stated)	3%	-2%	4%	1%	0%	-27%	2%	-18%	1%	-22%	6%
O=C(O)CCn1cc(/C=C2\NC(=S)N(c3ccccc3)C2=O)c(-c2ccc(Br)cc2)n1	9%	-7%	9%	?	9%	6%	2%	-13%	-3%	-6%	-2%
O=C(CC(C(=O)O)c1ccc(F)cc1)c1ccc(Cl)cc1 (configuration not stated)	-2%	-18%	-1%	-1%	-12%	-6%	0%	17%	-2%	2%	-4%
Cc1cccc(C(=O)N2CCCC(N3CCN(c4cccc(Cl)c4)CC3)C2)n1 (configuration not stated)	-1%	-2%	-4%	-13%	-7%	37%	-7%	-8%	-1%	1%	-6%
CC(O)CN(C)CC/C=C1/c2ccccc2CSc2ccccc21 (configuration not stated)	-2%	-1%	-7%	2%	-20%	-7%	-2%	-2%	-1%	1%	?
COC(=O)[C@@H](NC(=O)c1ccccc1)[C@@H](C)O	1%	6%	3%	3%	-6%	-24%	3%	3%	-5%	12%	1%
O=C(CN1CCN(Cc2ccc(Cl)cc2)CC1)N/N=C/c1cccc(F)c1	-1%	-15%	-5%	-5%	-6%	13%	-5%	0%	-4%	10%	-4%

Molecule	Rab9 promoter act	BRCA1 expr up	p53 reactivator	FLuc counter	MBNL1-CUG inh	RORgamma inh	ELG1 genotoxic	MLL CXXC-DNA inh	NPC1 prom act	uPA generation	Gal4-VP16 FLuc
CC(C)c1nc2ccccc2n1CC(O)COC1CCCCC1 (configuration not stated)	-1%	-20%	3%	5%	4%	-31%	0%	0%	2%	2%	-15%
CCN(Cc1ccc(OC)c(F)c1)C(=O)CCl	-20%	-44%	-14%	0%	-10%	-30%	-18%	10%	-14%	-16%	-12%
O=[N+]([O-])c1c(Nc2ccccn2)cc(Cl)c2nonc12	-51%[inhibitor]	-82%[inhibitor]	-13%	-1%	?	13µM*	-17%	?	-45%[inhibitor]	-3%	8.9µM*
Cc1ccc(NC(=O)C(C)OC(=O)Cc2c[nH]c3ccccc23)cc1 (configuration not stated)	-4%	13%	-4%	-2%	·	·	?	·	-2%	1%	·
Cc1ccc(C(=O)NC2CCCCCC2)cc1S(=O)(=O)N1CCOCC1	29%	107%	-5%	-19%	-4%	37%	?	-4%	?	?	27%
C/C(=N\NC(=O)c1c[nH]c2ccccc12)c1ccco1	4µM*	26%	?	12µM*	?	-3%	7.9µM*	-22%	5.6µM*	?	-7%
CC(c1ccccc1)N1C(=O)c2ccccc2C1(O)Cc1ccccc1 (configuration not stated)	-1%	-9%	-4%	0%	-4%	5%	-1%	-3%	-2%	-2%	20%
COC(=O)c1cnn(-c2ccc(C)c(C)c2)c1-n1cccc1	-5%	-16%	·	-13%	-2%	-1%	·	5%	0%	·	-18%
Cc1cccc(OCC(=O)NS(=O)(=O)c2ccc(Br)cc2)c1	-3%	-2%	-17%	2%	-2%	36%	0%	6%	-3%	-19%	-6%
CC(=O)N1CN(C2CCCC2)Cc2c1sc1c2CCCC1	2%	1%	-4%	1%	12%	-27%	-1%	-3%	-1%	·	-5%[0.365 µM]
COc1ccc(C(=O)NCc2ccc3[nH]c(C)cc3c2)cc1OC	-5%	-8%	-1%	-13%	?	-11%	-2%	-1%	7%	0%	-5%

These rows are one share of the data. The share of hits here may be higher or lower than overall.
